Assay outcomes from PubChem BioAssay.
OX1R antag-1: human HCRTR1 antagonism. O43613. CHO/OX1R cells, Fluo-8 calcium fluorescence, orexin A. inhibition, % at 5 µM. actives 0.43% (n = 330,000). AID 434989;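 active means inhibition above its plate's threshold, mean inhibition of all tested compounds on the plate plus 3 SD, cut at about 37% in these data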;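 further: 0% = orexin A challenge wells and 100% = SB-334867-A antagonist wells; not every result past the cut was called active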
Target sequence (O43613 whole entry, looked up): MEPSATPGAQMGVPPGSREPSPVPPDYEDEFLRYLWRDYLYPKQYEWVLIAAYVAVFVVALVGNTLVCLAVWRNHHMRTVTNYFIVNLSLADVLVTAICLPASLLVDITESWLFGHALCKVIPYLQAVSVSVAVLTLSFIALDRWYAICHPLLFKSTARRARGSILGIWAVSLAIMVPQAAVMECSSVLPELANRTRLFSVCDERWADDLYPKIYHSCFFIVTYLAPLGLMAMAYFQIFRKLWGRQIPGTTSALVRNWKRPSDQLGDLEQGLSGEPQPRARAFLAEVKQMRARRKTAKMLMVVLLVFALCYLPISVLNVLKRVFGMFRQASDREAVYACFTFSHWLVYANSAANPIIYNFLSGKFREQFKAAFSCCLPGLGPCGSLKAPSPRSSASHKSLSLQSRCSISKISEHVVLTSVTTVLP
OX1R antag-2: blocks the human orexin 1 receptor. OX1R-expressing cells, FRET antagonist read-out. inhibition, % at 6.6 µM. O43613. AID 485270. actives 1.8% (n = 330,000); in the data active means inhibition mostly above about 38%, no sharp cut-off; inactive means mostly below about 40%;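 further: 0% = agonist challenge alone and 100% = reference antagonist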
* = called active by the depositor; & = joins results of further samples. This is a random part of the collection; any-hit rate near 2.1%.

Values run as follows: OX1R antag-1	OX1R antag-2
- O=C1COc2ccc(C(=O)CSc3nnc(Cc4ccccc4)o3)cc2N1
  -3	9
- COc1ccc(/C=N/NC(=O)CNC(=O)c2ccncc2)cc1OC
  -7	23
- CS(=O)(=O)N(CC(=O)N1CCc2ccccc2C1)Cc1ccc(Cl)cc1
  -34	16
- O=C(Nc1cccnc1)c1cc(-c2ccc(F)cc2)on1
  7	7
- c1ccc(CNc2ncnc3c2oc2ccccc23)nc1
  -9	11
- O=C(NCc1cccnc1)C(=O)NCC1CCCO1 (centres undefined)
  -12	4
- O=C(CN1CCN(S(=O)(=O)c2ccc3ccccc3c2)CC1)Nc1ccc2c(c1)CCC2
  -9	1
- COc1ccc(NC(=O)CSc2nc(C(C)C)nc3c2c(=O)n(C)c(=O)n3C)c(OC)c1
  -5	-1
- O=C(O)C(Cc1ccccc1)n1cnnn1 (centres undefined)
  -14	1
- Cc1ccsc1C(=O)N(CC(C)C)c1c(N)n(Cc2ccccc2)c(=O)[nH]c1=O
  -23	2
- CCOC(=O)/C=C/C(=O)OCC(=O)Nc1c(Cl)cccc1Cl
  -18	6
- COCCNCCOc1ccc(C)cc1[N+](=O)[O-]
  2	16
- COC(=O)N1C(=O)[C@@](c2ccccc2)(C2CCCC2)N1C(=O)OC
  -18	43
- CSc1ccccc1NC(=O)c1ccc([N+](=O)[O-])cc1
  -8	24
- COc1ccccc1OCC(=O)Nc1cc(C)ccc1NC(=O)c1ccco1
  -23	14
- CC(OC(=O)c1ccccc1)C(=O)NCCC1=CCCCC1 (centres undefined)
  -11	4
- FC(F)(F)c1ccccc1NC(=S)NC1CCN(Cc2ccccc2)CC1
  -15	18
- O=[N+]([O-])c1nn(-c2ccccc2)n(O)c1=NC1CCN(Cc2ccccc2)CC1
  -21	46*
- CCOC(=O)N1CCC(N2Cc3cccc(C(=O)Nc4cccc(F)c4)c3C2=O)CC1
  -24	19
- COC(=O)c1cn(C(=O)c2cc(OC)c(OC)c(OC)c2)c2ccccc12
  -17	2
- Cc1cccc2cc(C#N)c(N3CCCC3)nc12
  -15	12
- CC(C)N(Cc1ccccc1)C(=O)COC(=O)c1ccc(O)cc1
  -3	12
- Cc1cc(NC(=O)CCC(=O)N(CC(=O)NCC2CCCO2)c2cccc(F)c2)no1 (centres undefined)
  -24	18
- COc1ccccc1OCc1ccc(C(=O)N/N=C/c2ccco2)cc1
  -22	14
- Cc1ccc(NC(=O)C2CCN(S(=O)(=O)c3ccc(N4CCCC4=O)cc3)CC2)cc1Cl
  32	11
- COC(=O)c1ccc(CON2C(=O)c3ccccc3C2=O)cc1
  -29	20
- O=C(OCc1nc(-c2ccccc2)oc1COC(=O)c1ccco1)c1ccco1
  11	17
- Cc1noc(C)c1S(=O)(=O)Nc1ccc(C(=O)NC2CCCCCC2)cc1
  -18	13
- CCCCCCn1c(N2CCN(c3ccccc3)CC2)nc2c1c(=O)[nH]c(=O)n2C
  -18	13
- COc1ccc(/C=N/NC(=O)c2cccc(NC(=O)c3ccccc3Cl)c2)cc1OC
  -18	12
- O=C1NC(=Nc2ccccc2)SC1Cc1cccc(Cl)c1Cl (centres undefined)
  -16	11
- COc1cccc(C2C(C#N)=C(N)N(N(C)C)C3=C2C(=O)CCC3)c1OC (centres undefined)
  -11	2
- Cc1ccc(S(=O)(=O)NC(CC(C)C)C(=O)N2CCCCCCC2)cc1 (centres undefined)
  -28	14
- O=C(Cn1cc([N+](=O)[O-])ccc1=O)Nc1ccc2c(c1)OCO2
  -4	7
- CC1CCN(C(=O)COC(=O)Cc2c[nH]c3ccccc23)CC1
  -4	39
- CCc1cc(=O)oc2cc(C)cc(OCC(=O)N3CCC(C(=O)O)CC3)c12
  6	11
- C=CCn1c(SCC(=O)Nc2ccccc2C)nc(O)cc1=O
  -35	8
- Cc1cc(C)c(C)c(OCCNCc2ccccc2)c1
  -4	10
- CSc1ccc(C#N)cc1NC(=O)c1cccnc1Cl
  -1	27
- O=C(NCCSc1ccccn1)c1ccc(Cl)cc1Cl
  7	9
- O=C1NCN(c2ccccc2)C12CCN(c1nnnn1-c1ccccc1)CC2
  -19	25
- CC(=O)NC(Cc1ccccc1C)C(=O)NC1CCN(C(=O)c2ccc(C)cc2)CC1 (centres undefined)
  0	12
- CCCCC(=O)NC(c1ccccc1OC)c1ccc2cccnc2c1O (centres undefined)
  -33	21
- O=C(CN1CCN(C2CCCCC2)CC1)Nc1ccccc1N1CCCCC1
  -29	4
- Cc1ccc(NC(=O)C2CCN(C(=O)c3cccs3)CC2)c(C)c1
  -23	11
- O=C(CSCc1ccccc1Cl)NCCSc1ccccn1
  -34	4
- CCOc1ccccc1-c1nnc(SCC(=O)NC2(C#N)CCCC2)o1
  -22	11
- COc1cccc2c1C(=O)c1c(O)c3c(c(O)c1C2=O)C[C@@](O)(C(=O)CO)C[C@@H]3O[C@H]1C[C@H](N)[C@H](O)[C@H](C)O1
  27	44*
- COc1cc(/C=C2/SC(=NCc3ccccc3)N(Cc3ccccc3)C2=O)ccc1O
  -25	12
- CC(=O)OCCN(CCCn1c(-c2ccncc2)nc2ccccc21)c1nc(CN2CCCCC2)cs1
  -7	9
- CC(C)CCn1cnc2c([nH]c3cccc(Cl)c32)c1=O
  -31	8
- Cc1c(-c2ccncc2)oc2ccc(Br)cc2c1=O
  -9	7
- COc1ccc(OC)c(S(=O)(=O)N(C)CC(=O)Nc2ccc3c(c2)OCCO3)c1
  -8	25
- O=C(CNC(=O)[C@@H]1Cc2ccccc2CN1)NC1CCCCC1
  -12	1
- OCCOCCN1CCN(C2=Nc3ccccc3Sc3ccccc32)CC1
  -6&-14	8&11
- O=C(CSc1nccn1-c1ccc(Cl)cc1)N1CCCc2ccccc21
  -7	33
- Cc1ccc(-c2[nH]nc(N)c2N=Nc2ccccc2C)cc1
  14	48
- CCC(C(=O)Nc1cccnc1)n1c(=O)[nH]c2ccccc2c1=O (centres undefined)
  -6	4
- O=C1CC(N2CCOCC2)=NN1c1ccc([N+](=O)[O-])cc1
  -13	6
- COc1ccccc1NC(=O)c1ccc(NC(=O)C2COc3ccccc3O2)cc1 (centres undefined)
  -17	13

(more compounds)
Values run as follows: OX1R antag-1	OX1R antag-2
- Cc1ccc2c(c1)N(CCC(=O)NC1CC1)C(=O)C(C)O2 (centres undefined)
  6	8
- Cc1nc2sc(C(c3cccs3)N3CCC4(CC3)OCCO4)c(O)n2n1 (centres undefined)
  -8	-2
- Cc1noc(C)c1COC(=O)C1COc2ccccc2O1 (centres undefined)
  -26	7
- CCOC(=O)c1ccccc1NC(=O)CSc1nc2ccccc2n1CC(=O)N1CCCC1
  -31	10
- COc1ccc(CCNC(=O)c2ccc3c(c2)OCO3)cc1
  -15	10
- O=S(=O)(c1ccc(-c2ccccn2)s1)N1CCC2(CC1)OCCO2
  -10	2
- N#Cc1ccc(OCC(=O)Nc2ccncc2)cc1
  7	2
- CCOC(=O)c1[nH]c2ccccc2c1NC(=O)C1CCCCC1
  -3	15
- COc1ccc(-n2cc(C(=O)Nc3cc([N+](=O)[O-])ccc3OC)c3ccccc3c2=O)cc1
  -20	0
- O=C(COc1ccccc1)Nc1cc(S(=O)(=O)N2CCOCC2)ccc1N1CCCC1
  -6	2
- CCCCNC(=O)CS(=O)Cc1nc(-c2cccc(C)c2)oc1C (centres undefined)
  -24	5
- C/C=C/c1ccc(OCCCNC(C)CC)c(OC)c1 (centres undefined)
  -2	10
- CCOC(=O)NCc1ccc(Cl)c(Cl)c1
  -11	18
- COc1ccccc1OCCC(=O)OCC(=O)NCc1ccc(Cl)cc1
  -15	1
- O=C(CO/N=C/c1ccc(OC(F)F)cc1)NCc1ccc(F)cc1
  -8	13
- O=C(Nc1ccc2oc(-c3ccccc3Cl)nc2c1)c1cncc(Br)c1
  -5	19
- COc1cc(C2C(C(C)=O)=C(O)C(=O)N2CCN(C)C)ccc1O (centres undefined)
  -17	10
- Cc1nn(Cc2ccc(Cl)c(Cl)c2)c(C)c1NC(=O)c1cc(C2CC2)on1
  -28	7
- CCOCC(=O)Nc1cc([N+](=O)[O-])ccc1OC
  6	15
- COc1cc(C(C(=O)NC2CCCC2)N(Cc2ccccc2)C(=O)c2snc(C(N)=O)c2N)ccc1O (centres undefined)
  0	16
- c1ccc(CCn2nnnc2CN2CCCc3ccccc32)cc1
  -7	3
- O=C(/C=C/c1cccc([N+](=O)[O-])c1)OCC(=O)N1CCOCC1
  0	28
- Nc1nnc(SCC(=O)Nc2cccc3ccccc23)s1
  -8	10
- Cc1ccc(S(=O)(=O)Nc2cc(C(F)(F)F)ccc2N2CCOCC2)cc1C
  -51	16
- CC(C)c1nc(C(=O)N2CCCC(N3CCN(c4cccc(Cl)c4)CC3)C2)cs1 (centres undefined)
  -67	7
- COCCCNC(=O)C(=O)NC1CCCCCC1
  -10	10
- Fc1cccc(CSc2nnc3ccc(-c4ccncc4)nn23)c1
  -21	28
- Cc1c(N/N=C(\C#N)C(=O)c2ccc(Cl)cc2)c(=O)n(-c2ccccc2)n1C
  16	5
- COc1ccccc1N(CC(O)COc1ccccc1C)S(=O)(=O)c1ccccc1 (centres undefined)
  -2	63
- C=C(C)CN(Cc1ccccc1)C(=S)Nc1ccccc1
  -28	7

Molecules shown so far that have two or more sulfur atoms (four):
Values run as follows: OX1R antag-1	OX1R antag-2
- O=C(CSCc1ccccc1Cl)NCCSc1ccccn1
  -34	4
- Cc1nc2sc(C(c3cccs3)N3CCC4(CC3)OCCO4)c(O)n2n1 (centres undefined)
  -8	-2
- O=S(=O)(c1ccc(-c2ccccn2)s1)N1CCC2(CC1)OCCO2
  -10	2
- Nc1nnc(SCC(=O)Nc2cccc3ccccc23)s1
  -8	10

Entries listed above shown as hits in OX1R antag-2:
Values run as follows: OX1R antag-1	OX1R antag-2
- O=[N+]([O-])c1nn(-c2ccccc2)n(O)c1=NC1CCN(Cc2ccccc2)CC1
  -21	46*
- COc1cccc2c1C(=O)c1c(O)c3c(c(O)c1C2=O)C[C@@](O)(C(=O)CO)C[C@@H]3O[C@H]1C[C@H](N)[C@H](O)[C@H](C)O1
  27	44*

The list continues.
Values run as follows: OX1R antag-1	OX1R antag-2
- O=C(CSc1n[nH]c(-c2ccccc2)n1)Nc1ccccc1O
  7	44
- COc1ccc(CCC(=O)OCC(=O)N(CC(C)C)c2c(N)n(Cc3ccccc3)c(=O)[nH]c2=O)cc1
  -20	12
- CC1CN(CCCCOc2ccc(C(C)C)cc2)CC(C)O1 (centres undefined)
  -23	20
- CC(C)NC(=O)c1cnn2c1NC(c1cccs1)CC2C(F)(F)F (centres undefined)
  -17	-1
- CC(=O)Nc1ccc2nsnc2c1
  -8	28
- COc1ccc(NC(=O)CN2CCN(CC(=O)Nc3ccccc3Cl)CC2)c(OC)c1
  -32	12
- COCCn1c(C)cc(C(=O)COC(=O)c2ccc3c(c2)NC(=O)CS3)c1C
  -21	18
- Cc1ccc(S(=O)(=O)N2CCN(C(=O)COC(=O)C3CCC3)CC2)cc1
  -16	19
- Cc1ccc2nc3c(cc(C#N)c(=N)n3Cc3cccnc3)c(=O)n2c1
  -8	29
- Cc1ccc(S(=O)(=O)Nc2ccc(-n3cnnn3)cc2)cc1
  -48	32
- C=CCN(CC=C)C(=S)NC(=O)/C=C/c1ccc(OC)cc1
  -6	6
- CC1CCCC(NC(=O)CN(C)CC(=O)Nc2ccc(F)cc2)C1C (centres undefined)
  -9	-3
- Cc1cccc(NC(=S)NCCN2CCOCC2)c1C
  -22	3
- CCN(CC)c1ccc(/C=N/NC(=S)NCc2ccccc2)cc1
  -28	8
- O=C(c1nnc(-c2ccccc2)o1)C1CC1
  5	11
- CC(C)CN(C(=O)COC(=O)/C=C/c1cccs1)c1c(N)n(Cc2ccccc2)c(=O)[nH]c1=O
  -35	14
- CC(C)(CO)NS(=O)(=O)c1ccc2c(c1)C(=NO)c1cc(S(=O)(=O)NC(C)(C)CO)ccc1-2
  2	20
- COCCCNC(=O)C[C@H]1C[C@H](C(=O)N(C(C)C)C(C)C)[C@@]2(C)c3[nH]c4cc(-c5ccco5)ccc4c3CCN2C1=O
  -16	5
- CN1C(=O)[C@H]2[C@@H](/C=C/c3ccccc3)N3C(=O)CN(Cc4ccccn4)C(=O)[C@@]3(Cc3ccccc3)[C@H]2C1=O
  -28	7
- Nc1nc(CSc2nnnn2-c2ccc(Cl)cc2)nc(N2CCOCC2)n1
  -29	12
- CCOC(=O)C1CCCN(C(=O)/C(=C/c2ccco2)NC(=O)c2ccccc2)C1 (centres undefined)
  -23	12
- COc1ccc(N(C)C(=O)c2oc(=O)c3ccccc3c2-c2ccccc2)c(OC)c1
  -31	24
- COc1ccccc1-n1cc(C(=O)NCC(=O)N2CCN(c3ccccn3)CC2)c2ccccc2c1=O
  -20	10
- COc1cc(/C=C2\C(=N)N3N=C(C(C)C)SC3=NC2=O)ccc1OCCOc1ccc(NC(C)=O)cc1
  -24	-1
- COc1ccc(OC)c(/C=C/C(=O)Nc2cccc(S(=O)(=O)NC3=NCCCCC3)c2)c1
  4	15
- Cc1occc1C(=O)N/N=C/c1ccc(Cl)c([N+](=O)[O-])c1
  10	64*
- CC(O)CNC(=O)Cc1cc(=O)[nH]c(=O)[nH]1 (centres undefined)
  7	12
- COc1ccccc1NC(=O)Cn1nnc(-c2ccccc2NS(=O)(=O)c2ccccc2)n1
  15	33
- O=C(c1ccco1)N1CCN(C(=S)NCc2ccc(F)cc2)CC1
  -9	24
- CCCCOc1ccc(N=Cc2ccc[nH]2)cc1
  -13	4
- S=C(S)N1CCCC1
  -11	15
- CC(=O)c1c(N2CCN(c3ccccc3)CC2)nc(=S)n(-c2ccccc2)c1C
  -6	22
- CC(=O)NC(CC(=O)O)c1ccc([N+](=O)[O-])cc1 (centres undefined)
  -7	21
- O=C(COC(=O)Cc1n[nH]c(=O)c2ccccc12)Nc1c(Cl)cccc1C(F)(F)F
  -11	12
- CCOC1=NC(C(=O)O)c2ccccc2/C(=C(/C)Cl)N1 (centres undefined)
  -22	11
- C/C(=N\NC(=O)Cn1cc([N+](=O)[O-])cn1)c1ccc(O)cc1
  -11	9
